High-throughput results (PubChem)
Mac1 fbg enh – enhancers of human CD11b/CD18 binding to fibrinogen; K562 CD11b/CD18 adhesion to fibrinogen, ATPlite luminescence; P05107+P11215; 0.07% of 93,000 active; activation, % at 10 µM;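 active means 10 µM primary screen giving 50% or more activity, confirmed by 40% or more on retest at that dose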; further: strong numbers were not always called active; reference of the scale not given here
Target sequence (P05107 whole entry, looked up, other chains not shown): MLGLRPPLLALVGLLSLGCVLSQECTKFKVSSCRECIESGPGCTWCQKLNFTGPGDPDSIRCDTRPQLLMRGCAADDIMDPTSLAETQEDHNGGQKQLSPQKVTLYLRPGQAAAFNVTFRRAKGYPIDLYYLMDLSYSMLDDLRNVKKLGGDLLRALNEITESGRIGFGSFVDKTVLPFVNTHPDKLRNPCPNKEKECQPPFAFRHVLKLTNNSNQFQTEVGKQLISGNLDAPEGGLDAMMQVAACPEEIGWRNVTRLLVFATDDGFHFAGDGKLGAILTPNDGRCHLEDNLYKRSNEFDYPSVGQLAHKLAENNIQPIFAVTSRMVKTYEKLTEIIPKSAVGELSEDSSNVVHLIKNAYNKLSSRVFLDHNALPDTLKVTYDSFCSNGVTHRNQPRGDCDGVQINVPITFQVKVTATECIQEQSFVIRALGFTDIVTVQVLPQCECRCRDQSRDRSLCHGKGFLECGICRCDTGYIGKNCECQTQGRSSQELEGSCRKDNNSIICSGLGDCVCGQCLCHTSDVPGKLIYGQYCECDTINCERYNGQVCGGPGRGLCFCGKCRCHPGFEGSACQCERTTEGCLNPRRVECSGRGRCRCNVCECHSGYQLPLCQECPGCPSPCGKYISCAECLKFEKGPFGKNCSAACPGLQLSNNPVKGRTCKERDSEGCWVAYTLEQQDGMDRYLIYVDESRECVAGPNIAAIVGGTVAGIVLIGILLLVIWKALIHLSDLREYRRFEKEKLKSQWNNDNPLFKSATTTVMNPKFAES
Mac1 fbg inh – CD11b/CD18-fibrinogen binding inhibition; P05107+P11215; K562 CD11b/CD18 adhesion to fibrinogen, ATPlite luminescence; Mn2+ added to activate the integrin; inhibition, % at 10 µM; 0.54% of 93,000 active; AID 1497;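 active means primary inhibition of 50% or more at 10 µM, then 40% or more on retest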; further: some results filed as inactive read as strong as hits
ERa SRC1 pot – ER-alpha (human) coactivator binding potentiation; 1.3% of 86,000 active; TR-FRET ERalpha-LBD/SRC-Cy5 coactivator binding, 2 h; 100 = basal binding, no effect; coactivator binding (% of control), % at 25.6 µM; P03372; in the data active means activity above about 200%;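 further: binding measured in presence of low estradiol as agonist stimulus; 0% = peptide alone without receptor and 100% = receptor with peptide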
ERa SRC1 inh – blocks coactivator binding to human estrogen receptor alpha; TR-FRET ER-alpha LBD / SRC-1 peptide, estradiol-bound; inhibition, % at 25.6 µM; 1.7% of 86,000 active; P03372; in the data active means inhibition above about 50%;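 further: 0% = receptor plus peptide control and 100% = peptide only without receptor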
Lung fibro prol – blocks proliferation of human lung fibroblasts | 1.1% of 85,000 active | LL 47 human lung fibroblast viability, ATP luminescence; hits give low values | viability, % at 10 µM;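 active means viability at or below 50% in the single dose screen; inactive means viability above 50%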;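 further: compound exposure lasted 72 h before the ATP readout; 100% = median luminescence of untreated cell-only wells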
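Test system: LL 47 human lung fibroblasts / Quantity: 1,150 cells in each well / Medium: IMEM growth medium with 15% fetal bovine serum / Incubation: 72 h compound exposure at 37 °C after overnight plating / Detection: CellTiter-Glo luminescence measuring cellular ATP / Read-out: % viability versus median cells-only luminescence / Benchmarks: cell-only wells, no compound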
CYP2C19 act – cytochrome P450 2C19 (human) activation. P33261. recombinant CYP2C19, luciferin-H EGE luminescence; hits give high values; 0 = fully inhibited enzyme, 1 = untreated enzyme. activation factor at 5 µM. 96,000 tested, under 10 active. AID 1025;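 active means activation factor of at least 2 at 5 µM in the primary screen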;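 further: 0 = wells with 2.5 mM tranylcypromine and 1 = vehicle-only wells; values of inactives mirror those of a sister screen read the other way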
HUVEC inhibit – human endothelial cell proliferation inhibition | HUVEC proliferation, CellTiter-Glo luminescence, 72 h; hits give low values | viability, % at 10 µM (by protocol) | 1.1% of 86,000 active;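 active means viability at or below 30%; inactive means viability above 30%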;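 further: 100% = median luminescence of DMSO-only cell control wells on each plate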
CYP2C19 inhib – blocks human cytochrome P450 2C19; P33261; CYP2C19 Supersomes, luciferin-H EGE luminescence, 30 min; inhibition, % at 5 µM; 21% of 96,000 active; AID 778;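 active means CYP2C19 inhibition above a set limit at 5 µM in the primary screen, cut at about 50% in these data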;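 further: plate controls were negative control wells for no effect and 2.5 mM tranylcypromine positive control for full effect; values of inactives mirror those of a sister screen read the other way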
H69AR growth 86K – blocks growth of human H69AR lung tumor cells | H69AR lung tumor viability, ATP luminescence, 72 h; hits give low values | viability, % at 10 µM | 6% of 85,000 active;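 active means viability at or below 40%; inactive means viability above 40%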;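 further: multidrug resistant small cell line overexpressing MRP-1 efflux transporter; 100% = mean luminescence of untreated control wells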
Active calls of the source: *; [ ] = remark or other dose.

Results for CC(=O)N1c2ccccc2C(C)(c2ccccc2)CC1(C)C (stereo not drawn) ?
Mac1 fbg enh: -3; Mac1 fbg inh: -11; ERa SRC1 pot: 83; ERa SRC1 inh: 3; Lung fibro prol: 100; CYP2C19 act: 0.4; HUVEC inhibit: 108; CYP2C19 inhib: 64*; H69AR growth 86K: 76

How did O=C(CSc1ccc2nnc(-c3ccccc3)n2n1)NCc1ccco1 do in these assays?
Mac1 fbg enh: -1; Mac1 fbg inh: -4; ERa SRC1 pot: 101; ERa SRC1 inh: 15[fluorescence artefact?]; Lung fibro prol: 99; CYP2C19 act: 0.8; HUVEC inhibit: 85; CYP2C19 inhib: 16; H69AR growth 86K: 81

Results for O=C(Nc1ccccn1)c1cc(-n2cnnc2)ccc1Cl ?
Mac1 fbg enh: -3; Mac1 fbg inh: -9; ERa SRC1 pot: 96; ERa SRC1 inh: 1; Lung fibro prol: 103; CYP2C19 act: 1.1; HUVEC inhibit: 97; CYP2C19 inhib: -9; H69AR growth 86K: 95

Results for CC(=O)Nc1ccc(SCC(=O)c2cc(C)n(CC(F)(F)F)c2C)cc1 ?
Mac1 fbg enh: -6; Mac1 fbg inh: -4; CYP2C19 act: 0.1; CYP2C19 inhib: 93*

Results for N#Cc1c(NC(=O)CSc2nnnn2C2CCCC2)sc2c1CCCC2 ?
Mac1 fbg enh: -2; Mac1 fbg inh: -4; ERa SRC1 pot: 91; ERa SRC1 inh: -11; Lung fibro prol: 93; CYP2C19 act: 1; HUVEC inhibit: 102; CYP2C19 inhib: 3; H69AR growth 86K: 7.7*

What do the screens show for `O=C(Nc1ccc(Cl)c(Cl)c1)c1ccncc1`?
Mac1 fbg enh: -9; Mac1 fbg inh: 10; ERa SRC1 pot: 83; ERa SRC1 inh: -5; Lung fibro prol: 100; CYP2C19 act: 0; HUVEC inhibit: 97; CYP2C19 inhib: 96*; H69AR growth 86K: 96

How did O=C(O)C1CC=CCC1C(=O)Nc1ccc(S(=O)(=O)N2CCCc3ccccc32)cc1 (stereo not drawn) do in these assays?
Mac1 fbg enh: 0; Mac1 fbg inh: 25; ERa SRC1 pot: 96[fluorescence artefact?]; ERa SRC1 inh: 17; Lung fibro prol: 94; CYP2C19 act: 1.1; HUVEC inhibit: 79; CYP2C19 inhib: -8; H69AR growth 86K: 92

What do the screens show for `O=c1c2c([nH]c3ccccc13)CCCC2`?
Mac1 fbg enh: -3; Mac1 fbg inh: 3; ERa SRC1 pot: 98; ERa SRC1 inh: 4; Lung fibro prol: 99; CYP2C19 act: 1; HUVEC inhibit: 97; CYP2C19 inhib: 4; H69AR growth 86K: 92

Results for O=C(CC1(O)C(=O)N(Cc2ccccc2)c2ccccc21)c1ccncc1 (stereo not drawn) ?
Mac1 fbg enh: -5; Mac1 fbg inh: -9; ERa SRC1 pot: 102; ERa SRC1 inh: -4; Lung fibro prol: 98; CYP2C19 act: 0; HUVEC inhibit: 75; CYP2C19 inhib: 96*; H69AR growth 86K: 17*

How did O=c1c2c3nc4ccccc4nc3n(/N=C/c3ccco3)c2ncn1CCC1=CCCCC1 do in these assays?
Mac1 fbg enh: 9; Mac1 fbg inh: -5; ERa SRC1 pot: 85[fluorescence artefact?]; ERa SRC1 inh: 66*[fluorescence artefact?]; Lung fibro prol: 97; CYP2C19 act: 0.5; HUVEC inhibit: 29*; CYP2C19 inhib: 55*; H69AR growth 86K: 74

Results for COc1ccc(C2=NOC(C(=O)NCCN3CCOCC3)C2)cc1 (stereo not drawn) ?
Mac1 fbg enh: 1; Mac1 fbg inh: 6; ERa SRC1 pot: 107; ERa SRC1 inh: 3[fluorescence artefact?]; Lung fibro prol: 91; CYP2C19 act: 1.1; HUVEC inhibit: 86; CYP2C19 inhib: -11; H69AR growth 86K: 92

What do the screens show for `CCN(Cc1ccncc1)C(=O)C1CCN(S(=O)(=O)c2cccs2)CC1`?
Mac1 fbg enh: -3; Mac1 fbg inh: 3; ERa SRC1 pot: 101; ERa SRC1 inh: -7; Lung fibro prol: 104; CYP2C19 act: 0.2; HUVEC inhibit: 94; CYP2C19 inhib: 80*; H69AR growth 86K: 106

How did Cc1cccc(C)c1NC(=O)CSCC(=O)O do in these assays?
Mac1 fbg enh: 0; Mac1 fbg inh: -23; ERa SRC1 pot: 105; ERa SRC1 inh: -5; Lung fibro prol: 97; CYP2C19 act: 0.9; HUVEC inhibit: 106; CYP2C19 inhib: 7; H69AR growth 86K: 104

Results for CCCCOC(=O)C1CCCC(C)N1 (stereo not drawn) ?
Mac1 fbg enh: 0; Mac1 fbg inh: -13; ERa SRC1 pot: 107; ERa SRC1 inh: 11; Lung fibro prol: 97; CYP2C19 act: 0.8; HUVEC inhibit: 86; CYP2C19 inhib: 18; H69AR growth 86K: 106

Results for O=C(Nc1cc(C(F)(F)F)ccc1N1CCOCC1)c1cccnc1 ?
Mac1 fbg enh: 4; Mac1 fbg inh: -31; ERa SRC1 pot: 95[fluorescence artefact?]; ERa SRC1 inh: 4; Lung fibro prol: 94; CYP2C19 act: 0.7; HUVEC inhibit: 93; CYP2C19 inhib: 35; H69AR growth 86K: 90

Results for O=C(OCc1ccc(F)cc1)c1ccc2c(c1)-c1ccccc1C2=O ?
Mac1 fbg enh: -2; Mac1 fbg inh: -12; CYP2C19 act: 1; CYP2C19 inhib: 2

What do the screens show for `CC(C)(C)OC(=O)Cn1c(=O)cnc2ccccc21`?
Mac1 fbg enh: -2; Mac1 fbg inh: -23; ERa SRC1 pot: 98; ERa SRC1 inh: 0; Lung fibro prol: 100; CYP2C19 act: 0.7; HUVEC inhibit: 95; CYP2C19 inhib: 34; H69AR growth 86K: 94

How did Cc1ccc(NC(=O)N(Cc2cc3cc(C)cc(C)c3[nH]c2=O)CC2COCCO2)cc1 (stereo not drawn) do in these assays?
Mac1 fbg enh: 0; Mac1 fbg inh: 3; ERa SRC1 pot: 91; ERa SRC1 inh: 0; Lung fibro prol: 97; CYP2C19 act: 0.8; HUVEC inhibit: 97; CYP2C19 inhib: 23; H69AR growth 86K: 63

What do the screens show for `CCc1ccc(N2C(=O)c3sc4nnc(C)c(=O)n4c3C2=O)cc1`?
Mac1 fbg enh: 6; Mac1 fbg inh: -8; ERa SRC1 pot: 90[fluorescence artefact?]; ERa SRC1 inh: 3; Lung fibro prol: 102; CYP2C19 act: 1; HUVEC inhibit: 90; CYP2C19 inhib: 2; H69AR growth 86K: 82

Results for CCOc1cc(/C=N/n2cnnc2)ccc1OCC(=O)Nc1ccccc1OC ?
Mac1 fbg enh: -6; Mac1 fbg inh: -21; ERa SRC1 pot: 117[fluorescence artefact?]; ERa SRC1 inh: 3; Lung fibro prol: 109; CYP2C19 act: 0.5; HUVEC inhibit: 90; CYP2C19 inhib: 54*; H69AR growth 86K: 76

Overlap with the part before: two compounds, followed by the next part.
What do the screens show for `CCc1ccc(N2C(=O)c3sc4nnc(C)c(=O)n4c3C2=O)cc1`?
Mac1 fbg enh: 6; Mac1 fbg inh: -8; ERa SRC1 pot: 90[fluorescence artefact?]; ERa SRC1 inh: 3; Lung fibro prol: 102; CYP2C19 act: 1; HUVEC inhibit: 90; CYP2C19 inhib: 2; H69AR growth 86K: 82

Results for CCOc1cc(/C=N/n2cnnc2)ccc1OCC(=O)Nc1ccccc1OC ?
Mac1 fbg enh: -6; Mac1 fbg inh: -21; ERa SRC1 pot: 117[fluorescence artefact?]; ERa SRC1 inh: 3; Lung fibro prol: 109; CYP2C19 act: 0.5; HUVEC inhibit: 90; CYP2C19 inhib: 54*; H69AR growth 86K: 76

Results for Nc1ccccc1Nc1ccncc1[N+](=O)[O-] ?
Mac1 fbg enh: -1; Mac1 fbg inh: -6; ERa SRC1 pot: 127; ERa SRC1 inh: -1; Lung fibro prol: 98; CYP2C19 act: 0.7; HUVEC inhibit: 93; CYP2C19 inhib: 31; H69AR growth 86K: 103

How did CCc1ccc(NC(=O)CSc2nc3ccccc3c(=O)n2CCN2CCOCC2)cc1 do in these assays?
Mac1 fbg enh: 0; Mac1 fbg inh: 10; CYP2C19 act: 0.7; CYP2C19 inhib: 34

Results for CC(=O)Oc1ccc(C)cc1-n1nc2ccccc2n1 ?
ERa SRC1 pot: 97; ERa SRC1 inh: -2; Lung fibro prol: 100; CYP2C19 act: 0.6; HUVEC inhibit: 95; CYP2C19 inhib: 36; H69AR growth 86K: 76

How did Cc1cccc(NS(=O)(=O)c2cc(OCC(N)=O)c(C)cc2Cl)c1 do in these assays?
ERa SRC1 pot: 88; ERa SRC1 inh: -3; Lung fibro prol: 90; HUVEC inhibit: 100; H69AR growth 86K: 100

How did O=C(NC1CCCCC1)NC1CC2CCC(C1)N2C(=O)NC1CCCCC1 (stereo not drawn) do in these assays?
Mac1 fbg enh: 4; Mac1 fbg inh: -17; ERa SRC1 pot: 107; ERa SRC1 inh: 2; Lung fibro prol: 112; CYP2C19 act: 0.9; HUVEC inhibit: 97; CYP2C19 inhib: 7; H69AR growth 86K: 98

Results for CCOc1ccccc1NC(=O)c1cccnc1 ?
ERa SRC1 pot: 99; ERa SRC1 inh: -15; Lung fibro prol: 99; HUVEC inhibit: 94; H69AR growth 86K: 87

How did CC1(C)CC(=O)NC=C(c2ccccc2)C1 do in these assays?
Mac1 fbg enh: 3; Mac1 fbg inh: 14; ERa SRC1 pot: 111; ERa SRC1 inh: -5; Lung fibro prol: 104; CYP2C19 act: 0.8; HUVEC inhibit: 90; CYP2C19 inhib: 24; H69AR growth 86K: 72

What do the screens show for `COc1ccc(C(c2nnnn2CC2CCCO2)N2CCN(c3ccc(F)cc3)CC2)cc1` (stereo not drawn)?
Mac1 fbg enh: 1; Mac1 fbg inh: -13; ERa SRC1 pot: 119[fluorescence artefact?]; ERa SRC1 inh: 4; Lung fibro prol: 97; CYP2C19 act: 0.5; HUVEC inhibit: 88; CYP2C19 inhib: 48; H69AR growth 86K: 94

How did O=S(N1CCCCCC1)C12CC3CC(CC(C3)C1)C2 (stereo not drawn) do in these assays?
Mac1 fbg enh: -6; Mac1 fbg inh: -14; ERa SRC1 pot: 100[fluorescence artefact?]; ERa SRC1 inh: -5; Lung fibro prol: 99; CYP2C19 act: 0.2; HUVEC inhibit: 99; CYP2C19 inhib: 78*; H69AR growth 86K: 90

What do the screens show for `CC(C)Nc1nc(NC(C)C)nc(OCCOC(=O)Nc2ccccc2)n1`?
Mac1 fbg enh: 0; Mac1 fbg inh: 7; ERa SRC1 pot: 101; ERa SRC1 inh: -9; Lung fibro prol: 95; CYP2C19 act: 0.7; HUVEC inhibit: 105; CYP2C19 inhib: 30; H69AR growth 86K: 72

Results for O=C(NCc1ccco1)c1ccc2c(c1)C(=O)c1ccccc1-2 ?
Mac1 fbg enh: 0; Mac1 fbg inh: 0; ERa SRC1 pot: 81[fluorescence artefact?]; ERa SRC1 inh: 14; Lung fibro prol: 99; CYP2C19 act: 0.6; HUVEC inhibit: 97; CYP2C19 inhib: 45; H69AR growth 86K: 62

How did CCOc1ccc2cc(C#N)c(SCC(=O)OC)nc2c1 do in these assays?
Mac1 fbg enh: 0; Mac1 fbg inh: -1; ERa SRC1 pot: 260*[fluorescence artefact?]; ERa SRC1 inh: 17[fluorescence artefact?]; Lung fibro prol: 105; CYP2C19 act: 1; HUVEC inhibit: 102; CYP2C19 inhib: 4; H69AR growth 86K: 84

Results for O=S1(=O)CC(O)C(Nc2ccccc2)C1 (stereo not drawn) ?
Mac1 fbg enh: 1; Mac1 fbg inh: -9; ERa SRC1 pot: 100[fluorescence artefact?]; ERa SRC1 inh: -15; Lung fibro prol: 99; CYP2C19 act: 1.1; HUVEC inhibit: 93; CYP2C19 inhib: -10; H69AR growth 86K: 99
